Apaf1 inhib: blocks human Apaf-1 apoptosome activity; O14727; reconstituted apoptosome caspase-3 activity, DEVD-Rh110 fluorescence; inhibition, % at 20 µM; hit rate 0.71% among 330,000; active means inhibition of at least 40% at 20 µM;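 further: plate controls were DMSO wells for no effect and DEVD-CHO caspase inhibitor wells for full effect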
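System: Apoptosome proteins | Medium: Hepes pH 7.5 with detergent and BSA | Also added: Cytochrome c trigger plus (Z-DEVD)2-Rh110 caspase-3 substrate | Incubation: 30 min compound preincubation, 50 min activation, room temperature | Detection: Rhodamine 110 fluorescence at Ex 480/Em 540 nm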
Jurkat NFkB inh: lowers PMA/ionomycin-induced NF-kB signal in Jurkat cells | PMA/ionomycin-induced NF-kB luciferase reporter, luminescence | inhibition, % at 4 µM | hit rate 0.53% among 330,000 | AID 435003
SENP7 block: SENP7 protease inhibition; Q9BQF6; recombinant SENP7, Z-RLRGG-aminoluciferin luminescence, 40 min; inhibition, % at 5 µM; hit rate 1.5% among 330,000; AID 434973;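 active means inhibition above about 50% at the single test dose, limit read from the data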;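 further: plate controls were DMSO with enzyme for no effect and no enzyme buffer wells for full effect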
Target sequence (Q9BQF6 706-1050 limits assumed): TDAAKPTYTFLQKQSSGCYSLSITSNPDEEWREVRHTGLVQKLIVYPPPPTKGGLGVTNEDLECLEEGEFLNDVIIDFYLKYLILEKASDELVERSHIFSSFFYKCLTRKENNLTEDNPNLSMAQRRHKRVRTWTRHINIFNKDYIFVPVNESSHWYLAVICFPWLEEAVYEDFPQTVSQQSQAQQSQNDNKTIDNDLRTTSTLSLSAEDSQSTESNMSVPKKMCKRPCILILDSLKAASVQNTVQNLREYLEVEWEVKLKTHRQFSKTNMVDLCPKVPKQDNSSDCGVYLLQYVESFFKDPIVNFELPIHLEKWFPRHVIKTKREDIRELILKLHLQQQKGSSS
Gli-Sufu antag: antagonists of Gli-Sufu signaling; AID 588413; inhibition, % at 5 µM; hit rate 0.74% among 340,000; Sufu-KO-LIGHT fibroblasts, Gli luciferase reporter luminescence;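 active means inhibition above about 55%, limit read from the data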;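 further: 0% = DMSO-treated cells and 100% = wells with medium but no cells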
UBC13 inh: blocks human UBC13 polyubiquitin chain formation. hit rate 0.47% among 330,000. P61088. inhibition, % at 20 µM. TR-FRET; in the data active means inhibition above about 45%, passing the limit was not always enough
Target sequence (P61088 whole entry, looked up): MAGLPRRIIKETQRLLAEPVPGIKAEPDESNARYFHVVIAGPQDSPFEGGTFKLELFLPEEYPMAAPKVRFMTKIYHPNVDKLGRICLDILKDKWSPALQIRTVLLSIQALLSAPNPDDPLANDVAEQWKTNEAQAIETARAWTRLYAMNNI
HKDC1 inh: blocks human hexokinase HKDC1 activity. recombinant HKDC1, G6PDH/diaphorase resazurin coupled fluorescence. hit rate 0.16% among 340,000. inhibition, % at 20 µM. AID 493160;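 active means inhibition above about 35% when tested at 20 µM, limit read from the data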;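 further: plate controls were DMSO wells with enzyme for no effect and DMSO wells lacking enzyme for full effect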
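Assay system: in-house recombinant HK5 (HKDC1) enzyme. Input: HKDC1 at 5 µg/mL. Medium: Tris pH 8.0 buffer with MgCl2, Tween-20, BSA, BME. Dosing: single 20 µM dose. Schedule: 90 min reaction incubation at room temperature, dark. Signal: resazurin-to-resorufin fluorescence via G6PDH and diaphorase coupling, 525/613 nm. Controls: DMSO-enzyme wells negative, buffer-substituted wells positive.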
SENP8 inh: SENP8 protease inhibition | Q96LD8 | purified SENP8, Z-RLRGG-aminoluciferin cleavage, luminescence | inhibition, % at 10 µM | hit rate 1.2% among 330,000
Target sequence (Q96LD8 whole entry, looked up): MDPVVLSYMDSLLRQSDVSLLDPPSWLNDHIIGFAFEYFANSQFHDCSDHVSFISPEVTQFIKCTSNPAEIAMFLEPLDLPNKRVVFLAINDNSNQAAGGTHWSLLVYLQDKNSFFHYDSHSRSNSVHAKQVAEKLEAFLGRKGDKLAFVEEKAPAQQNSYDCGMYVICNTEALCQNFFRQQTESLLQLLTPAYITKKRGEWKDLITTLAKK
697 NFkB inh: inhibitors of the PMA/ionomycin-induced NF-kB reporter in 697 B cells. 697 B-cell NF-kB luciferase reporter, 16 h. inhibition, % at 4 µM. hit rate 0.33% among 330,000. AID 435022; in the data active means inhibition above about 35%
* marks the source's active call; other numbers are inactive results; . = not tested or not shown. Unless noted, no stated cut-off is given here; in the data, active means inhibition above about 50%; inactive means the rest. An unsorted share of the library (roughly 3.6% active in at least one column).

Molecule,Apaf1 inhib,Jurkat NFkB inh,SENP7 block,Gli-Sufu antag,UBC13 inh,HKDC1 inh,SENP8 inh,697 NFkB inh
O=C(CCCC(=O)N1CCN(c2ccc([N+](=O)[O-])cc2)CC1)c1ccccc1,4,14,4,-10,-2,0,2,17
Cc1ccc(-n2c(=O)c3ccccc3n(CC(=O)NCc3ccco3)c2=O)cc1,-12,10,7,2,-9,7,-5,18
CCN(CC)c1ccc(/C=N/NC(=O)OC)c(O)c1,-8,-20,0,-18,-8,5,-5,-21
COc1ccc(NC(=O)CSc2nnc(CCC(=O)O)c(=O)n2N)cc1,10,4,5,-9,-3,-6,7,-11
CCCCn1c(N)c(N(Cc2ccccc2OC)C(=O)c2ccc([N+](=O)[O-])s2)c(=O)[nH]c1=O,5,-6,0,5,-11,9,5,22
Cc1c(C(=O)N(C)C)sc(NC(=O)c2cc([N+](=O)[O-])cc([N+](=O)[O-])c2)c1C#N,2,-5,8,3,-7,0,-3,-4
CCC1CCCCN1CC(=O)c1c(C)[nH]c2ccc(OC)cc12 (configuration not stated),-15,10,0,9,1,3,2,3
Cc1cccc2sc(N(CCCN(C)C)C(=O)CN3C(=O)c4ccccc4C3=O)nc12,-5,10,3,2,16,-3,-2,22
Nc1ccc(CC2SC(=O)NC2=O)cc1 (configuration not stated),6,-5,-12,-5,-7,-2,-7,-12
Cc1cc2oc(=O)cc(C)c2c(=O)o1,-4,10,-2,24,3,-6,0,-11
CC(CCc1ccccc1)N1CCN(C)CC1 (configuration not stated),-4,5,-4,20,5,3,-2,8
COc1ccc(NC(=O)C2C3C=CC(C3)C2C(=O)O)cc1 (configuration not stated),-13,-10,3,5,0,-1,-4,19
Cc1ccc(NC(=O)c2ccc(=O)n(CC(=O)Nc3c(C)cc(C)cc3C)n2)cc1,19,22,-4,14,-8,3,-4,22
COc1ccc(Nc2nc(C)cc(C)n2)cc1Cl,-2,-25,67*,-17,6,3,39,-12
CCOc1ccc(C(=O)Nc2ccc(N3CCN(C)CC3)cc2)cc1,0,-16,7,-9,1,0,-12,-10
N#CC(Cc1cccc(CC(C#N)(c2ccccc2)c2ccccc2)c1)(c1ccccc1)c1ccccc1,7,12,4,19,-20,-6,-4,3
O=S(=O)(c1ccc(Cl)c(NC(=S)N/N=C/c2ccc(O)cc2)c1)N1CCOCC1,0,1,0,11,2,7,-8,1
Cc1ccc(C2=NOC(=O)/C2=C\c2ccc(C)o2)cc1,4,16,1,-14,-8,8,2,4
Cc1cccc(N(C)S(=O)(=O)c2ccc3[nH]cc(C(=O)N4CCOCC4)c(=O)c3c2)c1,-1,-8,9,1,-10,-1,-6,7
CCCn1nnc(NC(=O)c2ccc([N+](=O)[O-])cc2Cl)n1,9,7,8,-23,-5,-4,-3,5
CC(Sc1nc(-c2ccccc2)cc(C(F)(F)F)n1)C(=O)NCCN1CCOCC1 (configuration not stated),-18,-8,10,-2,-4,-12,7,2
COC(=O)c1ccccc1NC(=O)CS(=O)(=O)Cc1nc(-c2ccc(C)cc2)oc1C,23,-1,9,11,11,-1,-10,-3
CN(c1ccccc1)S(=O)(=O)c1cccc(NC(=O)c2cc(=O)c3ccccc3o2)c1,15,9,3,27,5,-4,9,9
CC(C)CNC(=O)c1ccccc1SCC(=O)NC12CC3CC(CC(C3)C1)C2,9,4,3,1,5,-3,-5,18
CCOC(=O)c1nn(-c2ccccc2)c2nnc(Cc3ccccc3)c(=O)n12,1,-2,8,-7,-6,9,-6,-10
COc1cccc(SCc2noc(C(=O)NCCN(C)C)c2C(=O)NCCN(C)C)c1,-4,11,-5,2,4,-7,-4,12
COc1cccc(NC(=O)C2CCN(S(=O)(=O)c3ccc4c(c3)C(C)(C)C(=O)N4C)CC2)c1,5,-11,10,3,-8,-1,-7,-10
NC(=O)c1ccc(NC(=O)CCCNC(=O)c2ccc(Cl)cc2)cc1,4,-7,-11,3,-4,-3,-18,-23
CN1CCN(C2=Nc3c(Cl)cc(Cl)c4cccc2c34)CC1,17,6,7,12,-83,5,2,23
Nc1cc(=O)[nH]c(SCC(=O)Nc2ccc3c(c2)CCC3)n1,-3,-3,2,-4,10,4,1,0
COc1cc(/C=N/NC(=O)NC23CC4CC(CC(C4)C2)C3)ccc1O,11,-3,6,-1,2,5,-5,-22
CCc1ccc(NC(=O)C2C3C=CC(C4CC34)C2C(=O)O)cc1 (configuration not stated),3,-9,5,-28,-4,-1,8,-9
COCCN(C(=O)COC(=O)CSc1ccccc1)c1c(N)n(Cc2ccccc2)c(=O)[nH]c1=O,9,6,-4,-2,-9,-7,-7,-3
O=C(CN1c2cccc3cccc(c23)S1(=O)=O)NCCc1ccc(F)cc1,0,-6,-7,8,8,7,3,22
COc1ccc(C)cc1S(=O)(=O)Nc1ccc2c(c1)OCO2,6,-25,-5,-2,5,-10,-3,17
Cc1nc(-c2ccccn2)nc(N2CCOCC2)c1Cl,-9,6,7,-4,1,0,7,-4
CSC1=NCCN1C(=O)c1ccc2c(c1)OCO2,-5,-14,12,-7,-2,2,-1,12
O=C(CN1C(=O)NC2(CCCCC2)C1=O)Nc1ccc(Cl)c(S(=O)(=O)N2CCOCC2)c1,0,12,2,-9,10,-2,5,2
NC(=O)C1CCN(C(=O)c2ccc(Cl)c(S(=O)(=O)NCc3ccco3)c2)CC1,-9,16,1,-4,4,-3,-6,11
COc1cc(OC)c2c(-c3ccccc3)cc(=O)oc2c1C(CC(=O)N1CCCC1)c1ccc2c(c1)OCO2 (configuration not stated),33,7,-11,8,-2,1,-15,10
CC(=O)c1ccc(NC(=O)CN2CCN(c3ccccc3)CC2)cc1,0,-47,13,0,-6,-6,-9,-65
COc1ccc(OC)c(C2/C(=C(/O)c3cnn(-c4ccccc4)c3C)C(=O)C(=O)N2CCN(C)C)c1 (configuration not stated),-3,3,-7,3,4,-6,0,-1
COc1ccc(C(=O)OCc2nnc(-c3ccccc3)o2)cc1S(=O)(=O)N1CCOCC1,12,-18,4,.,-1,1,-6,7
CN(CCC#N)Cc1cc(=O)oc2ccc3ccccc3c12,-17,4,-5,-11,-5,1,-4,13
Cc1cc(C)c2oc(C(=O)N(Cc3cccs3)C3CCS(=O)(=O)C3)cc(=O)c2c1 (configuration not stated),-3,-3,4,43,6,3,-1,-9
N#CCCn1cc(C(=O)Nc2ccc(C(=O)O)cc2)c(-c2cccc(Br)c2)n1,-7,1,15,-23,28,1,-10,-3
CC(OC(=O)c1ccc(Cl)c(S(=O)(=O)N2CCc3ccccc32)c1)C(=O)Nc1ncc(Cl)cc1Cl (configuration not stated),5,6,2,-27,14,2,-2,3
CCOC(=O)CCCNC(=O)CSc1nnc(-c2ccccc2)c(-c2ccccc2)n1,13,-17,-8,11,-12,3,-9,-7
CSc1cccc(NC(=O)CCS(=O)(=O)c2cccc3nonc23)c1,2,9,-1,-5,16,-1,5,11
Cc1ccc(CNC(=O)C2CCN(S(=O)(=O)c3c(C)noc3C)CC2)cc1,2,-3,-4,-1,2,-4,-6,2
COc1ccc2nc(Nc3nc(CSc4nnc(C)s4)cc(=O)[nH]3)nc(C)c2c1,-1,3,-3,.,3,.,-6,-5
CN=c1scc(-c2ccc([N+](=O)[O-])cc2)n1/N=C/c1ccco1,-5,-111,6,-54,-14,-5,-3,-143
Cc1ccc(S(N)(=O)=O)cc1NC(=O)C1CC2CCC1C2 (configuration not stated),-15,-8,2,6,4,-4,-6,14
COCCOC(=O)c1c(C)oc2ccc(NS(=O)(=O)c3cccs3)cc12,1,-10,3,0,4,4,3,7
Cn1c(SCc2nc(-c3ccc(Br)cc3)no2)nnc1-c1ccco1,22,1,0,-1,-9,-6,-1,-43
Cc1cccc(C)c1NC(=O)COC(=O)/C=C/c1ccc(S(=O)(=O)N2CCOCC2)cc1,8,-135,-11,0,-12,1,-8,4
CCOC(=O)N1CCN(Cc2nnc(-c3ccccc3Cl)o2)CC1,-7,-2,-9,1,1,-3,1,3
CN(/C(=N\S(=O)(=O)c1ccccc1)C(F)(F)F)c1ccccc1,-11,4,-2,3,-6,-1,4,21
Cc1ccc(C(=O)NC=C(Cl)Cl)cc1,7,-2,29,-3,6,-1,0,12
COc1ccc(S(=O)(=O)N(C)CC(=O)N2CCN(c3ccc(F)cc3)CC2)cc1OC,-6,9,1,2,1,-10,5,15

Next section (4 carried over from the part before).
Molecule,Apaf1 inhib,Jurkat NFkB inh,SENP7 block,Gli-Sufu antag,UBC13 inh,HKDC1 inh,SENP8 inh,697 NFkB inh
CCOC(=O)N1CCN(Cc2nnc(-c3ccccc3Cl)o2)CC1,-7,-2,-9,1,1,-3,1,3
CN(/C(=N\S(=O)(=O)c1ccccc1)C(F)(F)F)c1ccccc1,-11,4,-2,3,-6,-1,4,21
Cc1ccc(C(=O)NC=C(Cl)Cl)cc1,7,-2,29,-3,6,-1,0,12
COc1ccc(S(=O)(=O)N(C)CC(=O)N2CCN(c3ccc(F)cc3)CC2)cc1OC,-6,9,1,2,1,-10,5,15
O=S(=O)(NCCC1=CCCCC1)c1ccccc1Br,21,2,-15,-2,-2,1,-14,-20
Cc1cc(N2CCN(c3ccccc3)CC2)n2nnnc2n1,-4,-11,8,19,-10,-2,7,-8
COc1ccc(CCC(=O)NCCc2ccc(OC)c(OC)c2)cc1,0,-24,7,9,2,-6,-1,2
COc1ccc(S(=O)(=O)NNC(=O)c2cc3c4ccccc4n(C)c3s2)cc1,-407,3,1,3,5,7,-3,10
COc1ccc(C(CNC(=O)CCNS(=O)(=O)c2ccc(Br)cc2)N2CCCC2)cc1 (configuration not stated),-4,-16,-10,18,7,4,-6,-2
COc1cc(C(=O)NCC(=O)NCCN2C(=O)S/C(=C\c3ccc4c(c3)OCO4)C2=O)cc(OC)c1OC,6,-3,-12,-7,-7,1,-7,8
CNC(=O)c1cccc(NC(=O)c2cc(-c3ccccc3)nc3c2cnn3C(C)C)c1,9,-11,3,0,30,3,-12,4
O=C(NCc1ccco1)C1CCCN1C(=O)Nc1cccc(Cl)c1 (configuration not stated),-11,10,-5,-11,8,-4,-7,11
COc1ccc(OC)c(S(=O)(=O)Nc2cccc(C(C)=O)c2)c1,-12,1,0,4,10,0,2,-7
COC(=O)C1=CN(c2cc(C)cc(C)c2)C=C(C(=O)OC)C1c1ccc(OC)c(O)c1,23,16,-10,-2,5,13,3,-4
O=C(O)c1cccc(CSc2n[nH]c(-c3ccc(Cl)cc3Cl)n2)c1,9,-2,-6,-5,-7,-6,-12,6
CN(C)c1nc(N)c([N+](=O)[O-])c(N2CCCCCC2)n1,1,0,0,2,8,1,7,-9
CON/C=N/C(=S)Nc1ncc(C(F)(F)F)cc1Cl,-1,-11,6,2,2,-4,4,-12
Cc1cccc(C(C)C)c1NC(=O)COC(=O)c1cc2ccccc2oc1=O,-6,11,3,-4,-3,-3,7,5
Cc1cc(C)c2nc(SC(C)C(=O)NCC(=O)Nc3ccc(F)c(F)c3F)cc(C)c2c1 (configuration not stated),19,6,-6,1,5,-10,-6,-9
COc1cccc(-n2nnnc2SCC(=O)Nc2ccc(NC(C)=O)cc2)c1,-4,-5,5,10,5,-5,2,15
Cc1cccc(NC(=S)N(CCc2ccncc2)C(C)C)c1C,-17,5,5,10,7,3,3,14

Source: PubChem
